Compound activity: PubChem BioAssay, several laboratories
FadD28 binding – blocks FadD28 binding to the bisubstrate probe | fluorescence polarization | inhibition, % at 12.5 µM | hit rate 0.22% among 360,000; in the data active = inhibition above about 8.5%, passing the limit was not always enough
Vc quorum ag – induces V. cholerae light production without autoinducers; V. cholerae BH1578 lux reporter, luminescence, 6 h; activation, % at 18.7 µM; hit rate 0.16% among 350,000; AID 588436; in the data active = activation mostly above about 9.7%, no sharp cut-off; note: not every result past the cut was called active; inactives centre near 0; reference of the scale not given here
Y pestis TopoI – blocks Yersinia pestis topoisomerase I activity; Y. pestis Topo-I cleavage product accumulation, plate reader; activity, % at 10 µM; hit rate 0.064% among 360,000; in the data active = activity above about 50%, passing the limit was not always enough; note: inactives centre near 2
UGM FP inh – Mtb UDP-galactopyranose mutase inhibition | purified UGM, fluorescence polarization probe displacement | inhibition, % at 10 µM | hit rate 0.06% among 320,000 | AID 504406; in the data active = inhibition above about 10%, passing the limit was not always enough
Target sequence (P9WIQ1 whole entry, looked up): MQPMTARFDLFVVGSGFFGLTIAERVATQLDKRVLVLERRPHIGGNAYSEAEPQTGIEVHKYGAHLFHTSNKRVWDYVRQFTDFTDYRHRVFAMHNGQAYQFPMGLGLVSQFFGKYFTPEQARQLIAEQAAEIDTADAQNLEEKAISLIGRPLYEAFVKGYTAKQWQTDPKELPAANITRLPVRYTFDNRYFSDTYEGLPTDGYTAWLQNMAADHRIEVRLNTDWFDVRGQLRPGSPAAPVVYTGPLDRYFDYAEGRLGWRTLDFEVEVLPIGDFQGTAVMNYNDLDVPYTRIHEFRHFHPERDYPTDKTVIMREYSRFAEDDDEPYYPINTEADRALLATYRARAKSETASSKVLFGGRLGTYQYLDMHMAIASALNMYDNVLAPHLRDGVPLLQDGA
Mtb FBA inh – inhibits M. tuberculosis FBA enzyme; P9WQA3; purified M. tuberculosis FBA, fluorescence read-out; inhibition, % at 1 µM; hit rate 2.3% among 360,000; AID 588726; in the data active = inhibition above about 27%;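 note: 0% = vehicle and 100% = reference inhibitor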
Target sequence (P9WQA3 whole entry, looked up): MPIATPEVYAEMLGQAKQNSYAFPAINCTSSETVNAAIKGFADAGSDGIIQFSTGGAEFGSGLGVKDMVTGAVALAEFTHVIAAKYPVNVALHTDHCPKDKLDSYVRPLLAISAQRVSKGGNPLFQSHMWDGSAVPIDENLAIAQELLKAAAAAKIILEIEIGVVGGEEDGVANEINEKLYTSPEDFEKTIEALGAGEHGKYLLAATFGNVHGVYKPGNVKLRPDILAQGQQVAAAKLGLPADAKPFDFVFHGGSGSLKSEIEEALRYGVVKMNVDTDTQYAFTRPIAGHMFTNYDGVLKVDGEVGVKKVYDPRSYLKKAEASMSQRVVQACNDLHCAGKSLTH
PfHsp40 rescue – restores yeast growth despite PfHsp40 toxicity. hit rate 0.68% among 340,000. S. cerevisiae expressing PfHsp40, growth rescue, ATP luminescence. growth rescue, % at 12.5 µM; in the data active = growth rescue above about 28%, passing the limit was not always enough;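 note: yeast W303a lacking pdr1 and pdr3 grown in galactose medium; growth measured after three days at 30 °C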
TcdB inh – TcdB glycohydrolase inhibition | hit rate 0.24% among 350,000 | AID 652162 | P18177 | TcdB glycohydrolase enzymatic assay, plate reader | inhibition, % at 9.99 µM; in the data active = inhibition above about 10%
Mtb BioA inh – inhibitors of Mycobacterium tuberculosis BioA enzyme; AID 602481; inhibition, % at 9.99 µM; purified M. tuberculosis BioA enzyme, plate reader; hit rate 0.096% among 360,000; in the data active = inhibition above about 40%
GDH-TPI counter – inhibits GDH-TPI coupling enzymes, artifact for Mtb FBA screen. GDH-TPI coupled enzyme counterscreen, NADH absorbance. inhibition, % at 4.8 µM. hit rate 1.2% among 360,000; in the data active = inhibition above about 30%;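 note: 0% = DMSO wells and 100% = wells lacking the enzyme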
An asterisk follows results filed as active; i = inactive; x = no result given; & = joins results of further samples.

SMILES	FadD28 binding	Vc quorum ag	Y pestis TopoI	UGM FP inh	Mtb FBA inh	PfHsp40 rescue	TcdB inh	Mtb BioA inh	GDH-TPI counter
COc1ccc2oc3c(c2c1)NC(=O)CN=C3c1ccccc1	-1.3	-0.3	4	-0.1	0	-0.1	0.5	x	10
O=[N+]([O-])c1cc(-c2cccnc2)n[nH]1	-0.2	0.4	4	x	-3	0.1	1.3	-1.1	6
O=C(Nc1nnc(C2CC2)s1)C1COc2ccccc2O1 (centres undefined)	-0.6	i	5	2.5	1	-0.6	x	x	2
OCCN(Cc1ccccc1)CC(O)COc1ccc2c(c1)OCO2 (centres undefined)	-2.1	1.4	1	-1.4	0	-0.4	0.4	0.1	-2
CC(C)(C)Cc1nnc(NC(=O)CN2C(=O)c3ccccc3C2=O)s1	-3.7	0.6	6	0.1	-5	-0.1	0.2	x	-10
O=C1C2CCCN2C(c2ccccc2)N1c1ccc(F)cc1 (centres undefined)	-0.9	i	0	0.6	1	-0.8	-0.5	-1.9	0
Nc1nc(-c2ccc3c(c2)CCC(=O)N3)cs1	-2.8	-0.4	-14	-2.1	-1	-0.9	2.0	x	-7
Cc1cccc(NC(=O)c2cc(NC(=O)C3CC=CCC3C(=O)O)ccc2N2CCOCC2)c1 (centres undefined)	-2.5	-0.2	0	-2.4	-4	-0.5	x	1.2	4
Cc1ccc(NC(=O)CSc2n[nH]c(=O)n2C2CC2)cc1S(=O)(=O)N1CCOCC1	-1.0	-0.7	7	-1.6	-2	-1.2	-0.3	x	2
Cc1cccc(-c2noc(CCC(=O)Nc3ccc(C(N)=O)cc3)n2)c1	-3.2	i	4	0.6	1	x	1.5	-0.3	5
NS(=O)(=O)c1ccc(NN=C2CCN(Cc3ccccc3)CC2)c([N+](=O)[O-])c1	-3.4	i	2	-2.3	4	-0.6	1.8	x	-11
c1ccc(Nc2ccnc(Nc3ccccc3)n2)cc1	-1.2	i	-11	1.2	5	0.9	2.1	11	0
O=P1(c2ccccc2)C=Cn2c1cc1c2CCCC1 (centres undefined)	-4.1	-1.5	8	2.0	-1	-0.5	x	0.3	8
O=C(NCCC1=CCCCC1)c1ccc(F)c(S(=O)(=O)N2CCOCC2)c1	-1.6	i	9	-0.1	5	-1.5	x	x	-12
O=c1oc2ccccc2c2c1ncn2-c1ccccc1	-0.7	0.0	10	2.0	2	0.8	x	x	7
COc1cc(CNc2ncnc3c2ncn3[C@H]2CN(Cc3ccc(-c4ccccc4)cc3)C[C@@H](CO)O2)cc(OC)c1OC	-2.4	0.8	13	x	2	x	1.5	0.2	5
CC12CC3(C)CC(C)(C1)CC(C(=O)NCc1cccnc1)(C2)C3	1.7	i	9	0.2	3	-0.7	-7.3	0.3	-4
CCOC(=O)c1nc(-c2ccccc2)oc1N1CCOCC1	-0.7	-0.2	-3	-0.6	97*	-0.7	0.5	x	4
CN(C)CCCN(C(=O)c1ccc2ccccc2c1)c1nc2cc3c(cc2s1)OCO3	-1.5	i	0	1.6	0	0.7	2.7	2.3	-2
Cc1ccc2c(cnn2C(=O)CCC(=O)N2CCCCC2)c1	0.2	-0.3	14	-0.7	0	0.3	1.7	-0.7	0
CC1CN(C2CCN(S(=O)(=O)c3ccccc3)CC2)CC(C)O1 (centres undefined)	-0.4	-0.3	-3	-0.9	0	-0.9	x	-2.4	2
O=C(O)CNc1nc(-c2ccccc2)c2cc([N+](=O)[O-])ccc2n1	-1.6	i	0	-2.8	-2	-0.5	x	-0.2	5
CC(C)(C)C1CCc2onc(C(=O)NCc3ccc(F)cc3)c2C1 (centres undefined)	-1.6	-1.8	18	2.2	3	6.6	x	-3.4	6
C[C@H]1CN([C@@H](C)CO)C(=O)c2cccc(NC(=O)Nc3ccc(F)cc3)c2O[C@@H]1CN(C)Cc1ccc(C(=O)O)cc1	-3.4	4.0	7	-0.2	0	-1.0	-2.5&-1.0	-0.6&1.2	-1
O=S(=O)(NCCc1ccc(Cl)cc1)c1cccc2cccnc12	-6.5	i	6	-0.8	5	-0.2	3.4	0.0	-6
COc1cc2c(cc1N/C=C(\C#N)c1nc(-c3ccccc3)cs1)oc1ccccc12	-4.4	1.4	5	1.5	0	-0.2	1.4	x	-2
CC1(C(=O)NS(=O)(=O)Cc2ccccc2)CCN1C(=O)Cc1ccccc1Cl (centres undefined)	-3.8	i	-4	x	-2	x	0.2	-0.4	-5
COCCCNC(=O)c1cc(Nc2ccc(OC)cc2OC)nc2ccccc12	-0.5	1.2	3	-3.3	-1	0.1	1.3	0.0	-2
Cc1ccc(C(=O)Nc2nc(C(N)C(C)C)cs2)cc1 (centres undefined)	-2.9	-0.8	-3	x	-4	x	0.3	0.0	5
CCCC(=O)Nc1ccc(C(=O)Nc2nnc(COCC)s2)cc1	1.0	-3.2	-7	1.4	4	-0.6	x	-2.5	21
CO/N=C(\C)c1ncc(C(F)(F)F)cc1N1CCOCC1	-3.1	i	0	-0.9	2	2.0	x	-0.8	6
O=C(c1cccc(C(F)(F)F)c1)N1CCC(=O)N(C(CO)Cc2ccccc2)CC1 (centres undefined)	-1.2	-0.8	-14	-1.5	-1	0.7	1.1	0.8	-17
CCOc1cccc(C(=O)Nc2ccncc2)c1	0.1	-0.4	-6	x	3	0.5	0.3	x	-3
C=CCn1c(SCC(=O)NC2CCS(=O)(=O)C2)nnc1-c1cc2c(s1)CCC(CC)C2 (centres undefined)	-1.8	-2.0	6	3.1	3	-2.2	x	x	1
CN(CC1CCOCC1)C(=O)CC1C(=O)NCCN1Cc1ccc(Cl)c(F)c1 (centres undefined)	-3.9	-0.5	5	x	0	-0.8	0.1	0.6	10
COc1ccc(C2CC(=O)Oc3cc(OC)ccc32)cc1 (centres undefined)	-0.2	i	2	x	-1	0.8	-0.3	-0.1	3
Cc1c(NC(=O)COC(=O)c2ccc(Br)o2)c(=O)n(-c2ccccc2)n1C	0.5	i	-6	-0.8	-1	-0.2	0.0	0.7	2
O=C(C#Cc1ccccc1)c1ccccc1	-2.7	i	6	x	1	x	-5.2	0.4	-2
Cc1cccc(NC(=O)c2cccc(C(=O)Nc3cccc(C)n3)c2)n1	-0.7	-0.3	2	2.0	-2	-0.8	0.5	-1.8	10
O=C(c1cc(S(=O)(=O)N2CCCC2)c(Cl)cc1Cl)N1CCCC1	-0.1	-0.3	8	0.3	-1	-2.0	1.3	x	7
Cc1ccc(Sc2ncccc2[N+](=O)[O-])cc1	-0.3	i	3	4.4	7	0.6	1.0	-0.6	1
O=C(c1ccc(CS(=O)c2ccccc2Cl)o1)N1CCN(c2ccccc2)CC1 (centres undefined)	-1.1	-0.2	8	-0.8	6	0.5	1.1	1.2	7
Cc1cc(Cl)ccc1NC(=O)CN1CCCC1	-0.9	i	3	1.4	-1	-1.9	1.5	0.4	9
O=C(CCSc1ccccc1)NCCSc1ccccn1	0.2	-0.3	6	4.5	3	0.5	x	2.1	7
CCN(CC)S(=O)(=O)c1ccc(OC(C)C)c(N)c1	-3.3	-0.4	9	-1.2	1	0.4	1.3	x	-7
OCCN1CCN(CC(O)COc2ccc(-c3ccccc3)cc2)CC1 (centres undefined)	-1.3	14	2	-3.2	3	-0.9	x	0.4	12
O=C1C(Cl)=C(NCC2CCCO2)C(=O)N1Cc1ccccc1 (centres undefined)	-4.4	0.1	1	3.5	-2	1.6	x	1.0	11
O=C(O)c1cccc(S(=O)(=O)NCC2COc3ccccc3O2)c1 (centres undefined)	-1.0	i	1	x	1	-0.7	-1.3	0.2	-4

Whole records, quoted from the list:
O=C(C#Cc1ccccc1)c1ccccc1 in the list: FadD28 binding = -2.7; Vc quorum ag = i; Y pestis TopoI = 6; UGM FP inh = x; Mtb FBA inh = 1; PfHsp40 rescue = x; TcdB inh = -5.2; Mtb BioA inh = 0.4; GDH-TPI counter = -2
Cc1cc(Cl)ccc1NC(=O)CN1CCCC1 in the list: FadD28 binding = -0.9; Vc quorum ag = i; Y pestis TopoI = 3; UGM FP inh = 1.4; Mtb FBA inh = -1; PfHsp40 rescue = -1.9; TcdB inh = 1.5; Mtb BioA inh = 0.4; GDH-TPI counter = 9

Returning to the listing; the two compounds before the break are reprinted first.
SMILES	FadD28 binding	Vc quorum ag	Y pestis TopoI	UGM FP inh	Mtb FBA inh	PfHsp40 rescue	TcdB inh	Mtb BioA inh	GDH-TPI counter
O=C1C(Cl)=C(NCC2CCCO2)C(=O)N1Cc1ccccc1 (centres undefined)	-4.4	0.1	1	3.5	-2	1.6	x	1.0	11
O=C(O)c1cccc(S(=O)(=O)NCC2COc3ccccc3O2)c1 (centres undefined)	-1.0	i	1	x	1	-0.7	-1.3	0.2	-4
COc1ccccc1OCC(=O)Nc1ccc(S(=O)(=O)N2CCCC2)cc1	-2.3	-0.2	17	-3.1	1	-0.5	-0.5	-0.5	6
O=C(N=C1SC2CS(=O)(=O)CC2N1c1ccc(OC(F)(F)F)cc1)C1CC1 (centres undefined)	-3.8	-0.4	4	-1.9	-3	-1.6	0.3	1.1	0
CCOC(=O)C(NC(C)=O)(NS(=O)(=O)c1ccccc1)C(F)(F)F (centres undefined)	-3.5	-0.3	-3	-5.3	2	14	x	-1.0	4
CCCCCCCC(=O)NC(Nc1ccccc1OC)C(Cl)(Cl)Cl (centres undefined)	-0.6	i	1	5.2	-3	1.1	x	0.6	3
CCOc1ccc(CCNC(=O)COC(=O)c2c(C)nn(-c3ccccc3)c2C)cc1OCC	-0.8	i	18	2.1	2	-0.3	0.5	-0.2	4
CCCCCCNC(=O)c1ccc(Br)o1	-0.9	-0.4	1	-0.5	-1	-0.8	-0.5	0.0	7
Cc1ccc(C2C(C#N)=C(N)N(c3cccnc3)C3=C2C(=O)CCC3)s1 (centres undefined)	-0.9	i	-15	-0.6	0	1.8	-0.1	x	16
O=C(Cc1ccccc1)NCC(=O)OCC(=O)c1cccc([N+](=O)[O-])c1	2.0	-0.3	0	0.9	1	0.1	x	x	4
CCOc1cccc(C(=O)NC2CCCCC2)c1	-4.1	i	6	-2.2	2	-0.8	0.1	0.3	10
CN1CCN(C(=O)C2=C[C@@H](c3ccc(C(F)(F)F)cc3)C[C@@H](OCc3ccc(CO)cc3)O2)CC1	-4.8	-0.2	5	0.0	-1	-0.6	0.7&1.0	2.4&0.7	-5
CCOc1ccc2c(CC)cc(=O)oc2c1OCC	0.6	-1.1	-2	2.5	12	9.4	0.8	4.5	4
CC(=O)NCCc1nc2ccccc2n1Cc1ccccc1	0.0	-0.2	-2	-4.8	6	-2.4	1.0	1.2	14
CC(C1SC(=S)NC1=O)C1SC(=S)NC1=O (centres undefined)	4.9	-0.7	-4	x	-2	x	0.3	-2.0	19
Nc1nc2c3ccccc3nc(Cc3ccccc3)n2n1	-3.7	i	0	-0.8	4	0.7	x	-0.2	-4
COc1ccc(C(=O)Nc2ccccc2C(=O)N2CCCCC2C)cc1 (centres undefined)	-0.8	-0.3	5	-1.2	0	0.4	0.5	x	8
CCN1CCN(C(=S)NC(CC(=O)c2ccccc2)c2ccccc2)CC1 (centres undefined)	-1.3	-0.4	-5	-1.1	-2	0.6	1.3	x	2
COc1cc(/C=C2/SC(=S)N(c3c(C)n(C)n(-c4ccccc4)c3=O)C2=O)ccc1O	-4.3	-1.3	7	-5.7	-19	-0.8	-1.9	x	13
Cc1nn(-c2ccccc2)c(C)c1/C=N/NC(=O)c1ccccc1NS(=O)(=O)c1cccs1	-0.2	-2.1	18	0.0	8	2.4	x	x	18
Cc1cccc(NS(=O)(=O)c2ccc(C3CCCCC3)cc2)n1	0.4	-0.2	29	-0.7	14	0.8	x	0.9	-2
CCOCCCNC(=O)c1cc2c(-c3ccc(Cl)cc3)nn(C)c2s1	-14	-0.2	12	-2.4	63*	0.3	1.5	-1.1	12
COc1ccc(CN(C)C(=O)c2sccc2-c2ccccc2)c(OC)c1	-5.5	-0.6	29	-0.8	-1	11	0.9	6.0	-2
CCN(CC)c1ccc(CNCCc2ccc(F)cc2)cc1	-0.7	i	11	-2.2	2	0.2	0.8	x	-3
COc1ccc(CN2C(=O)N(c3ccc(OC)cc3)C(=O)C2CC(=O)Nc2ccccc2)cc1 (centres undefined)	-4.9	-0.3	-9	0.3	-1	1.5	1.5	-0.4	-3
